Assay outcomes deposited in PubChem by several laboratories.
STAT1 blocker = inhibitors of IFN-gamma induced STAT1 signaling. inhibition, % at 5.5 µM. actives 0.35% (n = 200,000). AID 920. NIH 3T3 STAT1-luciferase reporter, luminescence;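 active = inhibition above a set limit, the mean inhibition across all tested compounds plus 3 SD, cut at about 34% in these data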;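 note: 0% = IFN-gamma with DMSO and 100% = IFN-gamma with 300 µM nifuroxazide; values of inactives mirror those of a sister screen read the other way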
APP 5UTR inh = APP translation inhibition; SH-SY5Y APP 5'UTR-luciferase reporter, luminescence; inhibition, % at 2 µM; actives 0.82% (n = 190,000);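 active = inhibition above a set limit, derived from the sample mean plus 3 SD, cut at about 45% in these data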; note: values of inactives mirror those of a sister screen read the other way
NF-kB neuron act = compounds increasing NF-kB expression in human neuronal cells. NF-kB reporter expression; hits give high values. fold change at 12.5 µM. actives 1.6% (n = 190,000); in the data active = fold change above about 3.3
STAT3 inh = STAT3 signaling inhibition; U3A cells, IL-6 STAT3-luciferase reporter, luminescence; host cell line lacks STAT1; inhibition, % at 5.5 µM; actives 0.89% (n = 190,000); AID 862;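 active = inhibition above the mean inhibition across all screened compounds plus 3 SD, cut at about 44% in these data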;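 note: 0% = DMSO only wells and 100% = 100 µM nifuroxazide control wells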
FLuc act counter = affects firefly luciferase, flagging false hits in luciferase stimulation screens; ATPlite luciferase biochemical, luminescence, 10 min; 0 = ATP-free wells, 1 = DMSO control; P08659; activation factor at 10 µM; 200,000 tested, under 10 active;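 active = luciferase activation factor, scaled between plate controls, of at least 2 with compound at 10 µM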
Target sequence (P08659 whole entry, looked up): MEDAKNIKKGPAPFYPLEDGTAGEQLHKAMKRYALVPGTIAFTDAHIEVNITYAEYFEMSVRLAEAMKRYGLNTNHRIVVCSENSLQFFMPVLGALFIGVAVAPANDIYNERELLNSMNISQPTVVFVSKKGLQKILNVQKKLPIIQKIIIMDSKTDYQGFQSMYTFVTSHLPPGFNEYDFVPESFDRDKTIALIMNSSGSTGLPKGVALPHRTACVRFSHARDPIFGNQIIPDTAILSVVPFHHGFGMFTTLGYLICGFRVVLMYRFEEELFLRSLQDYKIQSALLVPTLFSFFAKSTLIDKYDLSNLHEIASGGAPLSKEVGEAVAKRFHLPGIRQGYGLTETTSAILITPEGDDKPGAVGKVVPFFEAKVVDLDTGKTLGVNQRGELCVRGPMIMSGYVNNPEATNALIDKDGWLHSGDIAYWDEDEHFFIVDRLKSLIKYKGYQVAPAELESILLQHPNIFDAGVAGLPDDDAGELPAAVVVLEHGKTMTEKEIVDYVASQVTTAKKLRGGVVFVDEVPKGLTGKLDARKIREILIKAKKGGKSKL
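System: luciferase plus luciferin reagent, cell-free; medium: PBS as buffer for the ATP substrate; dosing: test compounds dosed from 2 mM stocks in 100% DMSO; timing: 10 min post-reagent at room temperature; measured by: luminescence measurement of luciferase light output; evaluation: luciferase activation, seen as luminescence increase over controls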
STAT3 activator = increases IL-6 driven STAT3 reporter signal; U3A cells, IL-6 STAT3-luciferase reporter, luminescence; 100% = signal with IL-6 EC80 alone; activation (% of control), % at 5.6 µM; actives 0.91% (n = 190,000);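 active = activation above the screen-wide mean of compound activation plus 3 SD, cut at about 130% in these data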;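 note: 0% = background luminescence of wells with medium and substrate only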
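Assay system – human STAT1-deficient U3A cells with stable STAT3-luciferase reporter · Also added – IL-6 (33 ng/mL) · Schedule – compound 1 h, then IL-6 6 h at 37 °C · Technique – reporter luminescence signal · Evaluation – % activation versus median of IL-6-stimulated wells · Benchmarks – IL-6-only wells as 100% reference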
STAT1 activator = increases IFN-gamma driven STAT1 reporter signal; NIH 3T3 STAT1-luciferase reporter, luminescence; 100% = IFN-gamma alone, no compound; activation (% of control), % at 5.5 µM; actives 2.6% (n = 200,000);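 active = activation above the screen-wide mean activation plus 3 SD, cut at about 130% in these data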;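 note: raw ratio to IFN-gamma control signal so 100% means no change and 0% no light; values of inactives mirror those of a sister screen read the other way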
FLuc inhib CS = counter-screen for luciferase assay inhibitors: firefly luciferase inhibition; AID 1006; inhibition, % at 10 µM; actives 1.5% (n = 200,000); P08659; ATPLite firefly luciferase biochemical luminescence, 10 min;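 active = inhibition above about 50% when tested at 10 µM, limit read from the data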
APP 5'UTR act = APP 5'UTR luciferase reporter activation | SH-SY5Y APP 5'UTR luciferase reporter, luminescence; zero percent = DMSO vehicle wells | actives 1% (n = 190,000) | activation, % at 2 µM | AID 1276;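 active = activation above a set limit, based on mean plus 3 SD of controls, cut at about 140% in these data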; note: values of inactives mirror those of a sister screen read the other way
ROMK mod = modulators of human ROMK potassium channel; P48048; Tet-inducible ROMK, thallium flux fluorescence; actives lie on both sides; B-score at 10 µM; actives 2% (n = 130,000); AID 1918;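 active = signal ratio slope over the read window, or its plate-corrected B-score, at least 3 SD from the plate mean, either direction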;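 note: B-score of the F/F0 ratio slope over 7 to 12 s after thallium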
Target sequence (P48048 whole entry, looked up): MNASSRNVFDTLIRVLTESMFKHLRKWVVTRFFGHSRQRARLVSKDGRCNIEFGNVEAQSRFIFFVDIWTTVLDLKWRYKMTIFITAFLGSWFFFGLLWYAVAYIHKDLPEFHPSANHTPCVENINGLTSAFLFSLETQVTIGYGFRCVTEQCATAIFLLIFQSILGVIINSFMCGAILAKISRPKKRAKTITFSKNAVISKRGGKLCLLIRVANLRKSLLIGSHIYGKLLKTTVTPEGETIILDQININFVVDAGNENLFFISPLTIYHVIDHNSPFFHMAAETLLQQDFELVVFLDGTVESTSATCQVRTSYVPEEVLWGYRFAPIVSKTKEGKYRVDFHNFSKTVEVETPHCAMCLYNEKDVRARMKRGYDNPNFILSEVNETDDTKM
* hit, by the source's call; / = not tested or not shown.

Compound	FLuc inhib CS	STAT3 inh	STAT1 blocker	FLuc act counter	STAT3 activator	APP 5'UTR act	APP 5UTR inh	NF-kB neuron act	STAT1 activator	ROMK mod
CCOc1c(C(=O)CC)cc2c(C)cc(=O)oc2c1C	6	9	1	0.9	94	11	-11	1.4	96	-1.7
COc1ccc(C2(C(=O)Nc3ccc(OC)cc3OC)CCCC2)cc1	-9	3	5	1.1	99	0	0	1.1	96	-0.055
COc1ccccc1N/N=C/c1c(CO)cnc(C)c1O	4	10	-1	1	95	-11	11	0.95	101	/
COc1ccc(C(=O)NCCNc2ccccc2[N+](=O)[O-])cc1	62*	12	-54	0.4	96	163*	-163	1.1	148*	-1.1
CC(C)COC(=O)c1nnsc1NC(=O)Nc1ccccc1	-4	36	7	1	72	18	-18	0.97	94	/
CCOC(=O)c1cc2c(ccn2C)n1CC(=O)N1CCN(c2ccccc2)CC1	-1	3	4	1	99	3	-3	0.82	97	-0.033
CC(C)Oc1cc(NC(=O)CS(=O)(=O)CC(=O)N(C)C)c(Cl)cc1Cl	-4	0	-5	1	104	-14	14	0.99	103	/
COc1cc(CNCCNC(=O)c2nonc2N)ccc1OCc1ccc(Cl)nc1	-3	14	15	1	91	0	0	0.88	86	-0.25
O=[N+]([O-])c1ccc(Oc2cccc(F)c2)c2ccncc12	0	-25	29	1	121	10	-10	1.1	72	0.014
Cc1cc(F)ccc1N1CCC(N2CCN(CCC(C)C)C(CCO)C2)CC1 (configuration not stated)	0	10	0	1	94	-8	8	0.86	98	-2.8*
c1ccc(COc2ccc(OCCCCN3CCCCC3)cc2)cc1	3	-2	-10	1	108	/	/	1.3	109	-2
CCOC(=O)c1ccc(S(=O)(=O)NCCN(CC)CC)cc1	1	13	6	1	91	7	-7	1.6	93	-0.032
CCN(Cc1ccncc1)C(=O)c1ccc2c(c1)S(=O)(=O)c1ccccc1C2=O	-4	-13	1	1	110	-20	20	0.85	99	-0.38
CC1Cc2cc(/C(O)=C3/C(=O)C(=O)N(CCN4CCOCC4)C3c3cccc(Cl)c3)ccc2O1 (configuration not stated)	-1	-9	-5	1	110	15	-15	0.89	104	0.21
O=C(Cn1c(=O)n(CC2CCCO2)c(=O)c2ccccc21)c1ccc(Cl)c(Cl)c1 (configuration not stated)	-5	7	-1	1	95	9	-9	1.6	101	/
COc1ccc(SCc2noc(C(=O)NCC3CCCO3)c2C(=O)O)cc1 (configuration not stated)	-6	11	-1	1.1	92	10	-10	1.4	101	/
Nc1nonc1-c1nc2ccccc2n1Cc1ccc(F)cc1Cl	-1	-72	-38	1	161*	8	-8	0.95	135*	-0.97
Cn1c(SCC(=O)Nc2ccccc2F)nnc1-c1ccc(S(=O)(=O)N2CCOCC2)cc1	-7	-6	-1	1.1	107	6	-6	1.6	101	/
COc1ccc(N2CC(O)=C(c3n(C)c4ccccc4[n+]3C)C2=N)cc1	-8	8	3	1.1	96	20	-20	0.95	97	1
COCCCNc1c2c(nc3nnnn13)CCCC2	-8	5	4	1.1	97	8	-8	1.3	97	-0.26
Cc1ccc(C(=O)O/N=C(\N)c2cccnc2)cc1[N+](=O)[O-]	75*	2	-30	0.3	99	47	-47	1.8	128	0.21
Nc1ccccc1Oc1ncc(C(F)(F)F)cc1Cl	-4	11	-3	1	100	4	-4	1.1	103	/
O=C(NC1CCC(c2ccccc2)CC1)c1cccnc1 (configuration not stated)	-3	4	3	1	98	-4	4	0.95	98	-0.15
CCCc1cc2c(cc1NS(=O)(=O)c1ccc(CCNC(C)=O)cc1)OCO2	-9	8	-2	1.1	96	12	-12	1.1	102	-1.5
COc1ccccc1-c1ccc(SCc2cccc(C)c2)nn1	-2	31	7	1	77	21	-21	1.2	93	-2.5
Cc1cc(-c2ccccc2)nc(SCc2ccc(C(=O)O)o2)n1	-2	2	-4	1	101	14	-14	1.1	106	0.83
Cc1ccc(N2CCN(C(=O)c3ccccc3)CC2)c(C)c1	-2	4	-7	1	99	8	-8	0.99	109	/
COc1ccc(S(=O)(=O)NCCC(C)C)cc1OC	-6	5	7	1.1	97	-6	6	1.1	93	/
COC(=O)c1sccc1NC(=O)CCC1CCCCC1	0	16	-8	1	89	20	-20	1.3	108	0.032
CC(=O)N1C(=O)C2(C(C#N)=C(N)Oc3cc(C)oc(=O)c32)c2ccccc21 (configuration not stated)	0	2	1	1	102	6	-6	1.2	99	/
COc1cccc(OC)c1C(=O)NC(C)C12CC3CC(CC(C3)C1)C2 (configuration not stated)	-7	8	0	1.1	99	-9	9	0.87	100	0.0018
O=C(c1ccc(F)cc1)N1CCN2C(=O)c3ccccc3C12c1ccc(Cl)cc1 (configuration not stated)	-8	-97	27	1.1	204*	19	-19	1.1	74	-0.88
CC(C)CC(c1nnnn1Cc1cccs1)N1CCN(c2nc3ccccc3s2)CC1 (configuration not stated)	1	-2	7	1	105	22	-22	0.53	94	/
COc1ccc(C(=O)CSc2nnc(COc3ccc(C#N)cc3)n2-c2ccccc2)cc1	-4	9	-2	1	96	-4	4	1.1	102	/
CCOC(=O)c1c(-c2ccc(C)o2)csc1NC(=S)NC(=O)c1cccs1	-5	-6	-2	1	103	-25	25	0.77	102	-0.43
CCOC(=O)C1CCN(C(=O)c2cn(CCOC)c(=O)c3c2c2ccccc2n3C)CC1	1	4	6	1	101	3	-3	0.67	95	/
COc1ccc(-c2nc(CSCC(=O)N3CCc4ccccc4C3)c(C)o2)cc1OC	-2	2	6	1	98	6	-6	1	95	/
CCn1nnnc1SCC(=O)N1c2ccccc2Sc2ccccc21	-3	5	6	1	97	-5	5	1.2	93	/
CCn1c(CNc2ccc(Cl)cc2)nnc1SCc1ccc(Cl)cc1	0	4	-2	1	99	-11	11	0.92	102	/
CCCC(C)C(=O)Nc1ccccc1C(=O)OCC (configuration not stated)	-3	-5	3	1	110	-4	4	0.97	97	-0.099
COc1cc(C)c(C(C)C)cc1S(=O)(=O)N1CCN(C)CC1	-2	3	-9	1	101	15	-15	1.2	108	0.0057
O=[N+]([O-])c1cccnc1NCCc1ccccc1	2	0	-60	1	105	76	-76	2.3	151*	1.8
C=CCNC(=O)Nc1ccc(F)cc1F	-1	4	0	1	102	-5	5	1.1	98	0.23
COc1ccc(OC)c(CN2C(=O)CCC2(C)C(=O)NC2CCCCCC2)c1 (configuration not stated)	-1	0	1	1	104	3	-4	1.1	99	/
Cc1cc(C)nc(NN2C(=O)/C(=C/c3ccc(O)cc3)SC2=S)n1	-3	4	-1	1	100	6	-6	1.1	101	/
Cn1ccnc1-c1nc2ccccc2[nH]c1=O	-2	8	-1	1	99	-4	4	1.1	101	1.8
O=S(=O)(c1ccc2ccccc2c1)N1CCC(c2nc(-c3ccncc3)no2)CC1	0	29	-3	1	79	-14	14	0.72	97	/
Cc1nccn1CCCN1C(=O)CNC1=S	-7	2	2	1.1	99	4	-4	1.3	99	0.12
O=C1NC2(CCCCC2)C(=O)N1CCS(=O)(=O)Oc1ccccc1	-5	4	1	1.1	102	-9	9	1.2	99	-0.45
O=S(=O)(/N=C(/Nc1ccc(Cl)cc1Cl)c1ccccc1)c1cccs1	-2	5	-8	1	99	19	-19	0.96	106	0.089
CN1CCN(c2ccc([N+](=O)[O-])cc2C(=O)c2ccc(Cl)cc2)CC1	-8	13	-1	1.1	96	-6	6	1.1	100	/
COc1ccc(C)cc1NC(=O)C1CCCN(S(=O)(=O)c2cccc3nonc23)C1 (configuration not stated)	-6	16	10	1.1	89	10	-10	1.1	91	1.4
O=C(Nc1sc2c(c1C(=O)c1ccc(Cl)cc1)CCCC2)c1cccnc1	2	15	8	1	92	11	-11	1	93	/
O=C(CSc1n[nH]c(-c2cccs2)n1)N1CCCc2ccccc21	-3	20	-6	1	86	-12	12	0.95	105	/
CCN1/C(=C/c2ccc3ccccc3[n+]2CC)C=Cc2ccccc21	14	92*	29	0.9	23	-33	33	1.2	73	-4.7*
CCN(C(=O)CN1CCN(c2cccc(C(F)(F)F)c2)CC1)c1c(N)n(Cc2ccccc2)c(=O)[nH]c1=O	-1	7	-2	1	98	4	-4	0.91	100	-1.3
COC(=O)NC(=S)Nc1ccc(Oc2ccc(Cl)cc2)c(Cl)c1	2	8	-4	1	99	/	/	1.1	104	0.93
O=C(O)c1ccc(S(=O)(=O)NC2CCCc3ccccc32)cc1 (configuration not stated)	-11	13	-1	1.1	96	-6	6	1	100	/
Cc1cc(C)c2c3c(sc2n1)C(=O)N(Cc1ccccc1)CC(=O)N3	-4	0	-3	1	104	2	-2	0.87	103	0.28
C=CCn1c(SCC(=O)Nc2ccc(N(C)C)cc2)nnc1-c1cccc(C)c1	-3	-7	-7	1	110	4	-4	1	106	-0.92

(continued)
Compound	FLuc inhib CS	STAT3 inh	STAT1 blocker	FLuc act counter	STAT3 activator	APP 5'UTR act	APP 5UTR inh	NF-kB neuron act	STAT1 activator	ROMK mod
C/C(=N\NC(=O)c1nc(C)cc(C)n1)c1ccccc1	22	4	-19	0.8	103	82	-82	2.6	118	-1.9
O=C(c1ccco1)N1CCCN(C(=O)c2ccco2)CC1	-4	-3	0	1	105	10	-10	0.99	100	-0.34
COc1ccc(C(=O)NC(=S)NCC2CCCO2)cc1 (configuration not stated)	-1	12	-18	1	96	-4	4	1.5	116	-0.37
O=C(c1ccccc1Oc1ccccc1)N1CCN(c2ccccc2)CC1	-1	5	-8	1	104	-11	11	1.1	108	/
CCC(=O)Nc1ccccc1C(=O)N1CCOCC1	-6	9	5	1.1	96	-15	15	1.1	97	/
O/N=C/c1cc(Br)ccc1OCc1ccc(F)cc1	/	21	-14	/	89	12	-12	/	116	/
CC(=O)c1nc(N2C(=O)CC(Cc3cccc(C)c3)C2=O)sc1C (configuration not stated)	-4	13	-1	1	98	0	0	1.1	100	/
Cc1ccc(C(=O)CN(C(=O)c2ccc(Cl)cc2)N2C(=O)c3ccccc3C2=O)cc1	-10	8	-5	1.1	100	20	-20	0.96	104	0.21
CN(CC(=O)NC1CCN(Cc2ccccc2)CC1)S(=O)(=O)c1ccc2c(c1)c(=O)n(C)c(=O)n2C	-6	7	4	1.1	104	0	0	1.3	96	-0.037
COc1ccc(C(=O)NC(C)c2nnc(SCC(=O)Nc3nc4ccccc4s3)n2C)cc1 (configuration not stated)	-2	0	-2	1	103	-11	11	0.89	100	0.11

An excerpt from above, showing only FLuc inhib CS, NF-kB neuron act and FLuc act counter.
structure,FLuc inhib CS,NF-kB neuron act,FLuc act counter
Cc1ccc(C(=O)CN(C(=O)c2ccc(Cl)cc2)N2C(=O)c3ccccc3C2=O)cc1,-10,0.96,1.1
CN(CC(=O)NC1CCN(Cc2ccccc2)CC1)S(=O)(=O)c1ccc2c(c1)c(=O)n(C)c(=O)n2C,-6,1.3,1.1
COc1ccc(C(=O)NC(C)c2nnc(SCC(=O)Nc3nc4ccccc4s3)n2C)cc1 (configuration not stated),-2,0.89,1
